High-throughput results from PubChem.
PfG6PD inh: PfG6PD (Plasmodium falciparum) enzyme inhibition. PfGluPho enzyme, NADPH resazurin-diaphorase fluorescence. inhibition, % at 20 µM. 350,000 tested, 0.78% active;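 active means inhibition reaching at least a set limit at 20 µM in the primary screen, cut at about 59% in these data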;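 further: 0% = DMSO wells with substrate and 100% = DMSO wells lacking glucose-6-phosphate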
UBC13 inh: human UBC13 polyubiquitination inhibition; inhibition, % at 20 µM; UBC13 polyubiquitin chain formation, TR-FRET; AID 485273; P61088; 330,000 tested, 0.47% active; in the data active means inhibition above about 45%, passing the limit was not always enough
Target sequence (P61088 whole entry, looked up): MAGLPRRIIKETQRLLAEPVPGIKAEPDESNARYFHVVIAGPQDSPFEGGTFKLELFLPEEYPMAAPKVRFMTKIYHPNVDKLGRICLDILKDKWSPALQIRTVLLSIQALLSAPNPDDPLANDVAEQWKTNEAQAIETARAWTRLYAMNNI
SENP8 block-1: SENP8 protease inhibition | Q96LD8 | purified SENP8, Z-RLRGG-aminoluciferin cleavage, luminescence | inhibition, % at 10 µM | 330,000 tested, 1.2% active | AID 2540; in the data active means inhibition above about 50%
SENP8 block-2: inhibitors of human SENP8 protease. Q96LD8. recombinant SENP8, Nedd8 substrate fluorescence. inhibition, % at 20 µM. 360,000 tested, 0.64% active. AID 602440; in the data active means inhibition mostly above about 40%, no sharp cut-off; inactive means mostly below about 27%
SENP6 inh: inhibitors of human SENP6 protease. Recombinant SENP6 catalytic domain, aminoluciferin luminescence. inhibition, % at 10 µM. 330,000 tested, 1.8% active;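 active means inhibition above about 50% at the single tested dose, limit read from the data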;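 further: plate controls were DMSO wells with enzyme for no effect and DMSO wells lacking enzyme for full effect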
Target sequence (Q9GZR1 628-1112 limits assumed): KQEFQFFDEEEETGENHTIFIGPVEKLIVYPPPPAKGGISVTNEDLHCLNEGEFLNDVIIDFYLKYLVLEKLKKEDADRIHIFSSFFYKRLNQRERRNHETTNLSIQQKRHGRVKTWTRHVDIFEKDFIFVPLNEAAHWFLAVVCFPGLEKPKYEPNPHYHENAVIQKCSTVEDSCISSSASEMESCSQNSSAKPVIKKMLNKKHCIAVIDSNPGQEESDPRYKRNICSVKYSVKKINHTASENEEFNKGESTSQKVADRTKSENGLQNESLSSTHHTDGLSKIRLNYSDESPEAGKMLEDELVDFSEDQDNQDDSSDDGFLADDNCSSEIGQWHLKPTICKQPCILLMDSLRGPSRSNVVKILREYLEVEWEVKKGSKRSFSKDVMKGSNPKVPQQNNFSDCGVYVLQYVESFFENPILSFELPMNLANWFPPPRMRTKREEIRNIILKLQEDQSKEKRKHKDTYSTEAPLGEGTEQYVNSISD
MIN6 prolif: inducers of beta-cell replication in MIN6 cells; MIN6 cells proliferation, ATPlite luminescence, 48 h; cells starved in 0.2% serum; 100% = growth in 10% serum; proliferation, % at 10 µM; 330,000 tested, 0.29% active; AID 2380;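 active means compounds whose signal lies at least 3.5 SD above the mean of all wells on their plate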;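 further: 0% = DMSO-treated cells in low-serum medium and 100% = 10% serum control; some compounds called inactive have numbers as strong as hits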
SENP1 FRET inh: inhibitors of human SENP1 SUMO protease catalytic domain. recombinant SENP1 catalytic domain, CyPet-SUMO1-YPet FRET cleavage. inhibition, % at 10 µM. 360,000 tested, 0.21% active. AID 624204;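 active means inhibition at least 30% at 10 µM, raw YFP signal under a set limit, fluorescence ratio 0.5 to 1.5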;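 further: 0% = enzyme with DMSO and 100% = no enzyme wells; some results filed as inactive read as strong as hits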
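Test system: recombinant human SENP1 catalytic domain, His6-tagged / Medium: pH 8 Tris buffer with EDTA, NaCl, BME, BSA, NP40, catalase / Also added: SUMO1 FRET substrate flanked by Cypet and Ypet, 25 nM / Times: 50 min reaction at room temperature / Signal: FRET, CFP and YFP emission / Control set: no-enzyme low control and enzyme-plus-DMSO high control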
SENP7 inh: inhibitors of human SENP7 protease; Q9BQF6; AID 434973; recombinant SENP7, Z-RLRGG-aminoluciferin luminescence, 40 min; 330,000 tested, 1.5% active; inhibition, % at 5 µM;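 active means inhibition above about 50% at the single test dose, limit read from the data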;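 further: plate controls were DMSO with enzyme for no effect and no enzyme buffer wells for full effect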
Target sequence (Q9BQF6 706-1050 limits assumed): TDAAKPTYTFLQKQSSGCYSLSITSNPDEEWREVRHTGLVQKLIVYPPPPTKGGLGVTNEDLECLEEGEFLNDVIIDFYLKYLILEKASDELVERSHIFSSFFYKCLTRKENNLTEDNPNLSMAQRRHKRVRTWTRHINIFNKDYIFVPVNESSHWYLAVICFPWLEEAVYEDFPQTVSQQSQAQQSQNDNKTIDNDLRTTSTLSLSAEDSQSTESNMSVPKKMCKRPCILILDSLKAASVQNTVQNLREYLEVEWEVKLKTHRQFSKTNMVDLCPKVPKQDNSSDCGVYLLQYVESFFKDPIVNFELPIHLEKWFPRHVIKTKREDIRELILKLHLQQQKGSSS
HKDC1 inh: blocks human hexokinase HKDC1 activity; Q2TB90; recombinant HKDC1, G6PDH/diaphorase resazurin coupled fluorescence; inhibition, % at 20 µM; 340,000 tested, 0.16% active; AID 493160;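 active means inhibition above about 35% when tested at 20 µM, limit read from the data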;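 further: plate controls were DMSO wells with enzyme for no effect and DMSO wells lacking enzyme for full effect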
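Incubation: 90 min at room temperature in dark / Material: recombinant HKDC1 (HK5) hexokinase enzyme, produced in-house / Quantity: enzyme 5 µg/mL final / Compound: one dose of 20 µM, 1% DMSO / Reagent: glucose and ATP substrates / Buffer or medium: Tris pH 8.0 buffer with MgCl2, Tween-20, BSA, BME / Technique: resorufin fluorescence at 613 nm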
An asterisk follows results filed as active; nt = not tested or not shown.

Order of values – MIN6 prolif	PfG6PD inh	SENP6 inh	SENP1 FRET inh	UBC13 inh	HKDC1 inh	SENP8 block-1	SENP8 block-2	SENP7 inh
> O=C(CSc1nc(-c2ccccc2)c(-c2ccccc2)[nH]1)N1CCN(S(=O)(=O)c2ccccc2)CC1
 : -4	40	-3	0	9	0	0	-331	3
> O=CNCCCc1nc2ccccc2n1Cc1ccccc1
 : 1	-16	-13	0	7	-6	-7	6	3
> O=C(NCc1ccc2c(c1)OCO2)c1ccc(S(=O)(=O)N2CCCCC2)cc1
 : -1	23	-1	4	4	-4	-4	17	0
> Cc1ccc(C(=O)C(OC(=O)CN2C(=O)c3ccccc3C2=O)c2ccccc2)cc1 (stereo not given)
 : -1	7	-1	4	8	2	3	20	7
> O=C(CSc1nc(NS(=O)(=O)c2ccccc2)cc(=O)[nH]1)Nc1cccc(C(F)(F)F)c1
 : -1	12	-7	-3	1	-8	3	10	4
> CCC(=O)Nc1c(-c2ccc(OC)cc2)c(=O)c2ccccc2n1C
 : -1	-23	-20	2	9	-2	-6	-363	-1
> COc1ccc(CNC(=O)Nc2cccc(Cl)c2)cc1
 : -3	9	8	0	-4	-1	-20	-2	20
> Cc1[nH]c2ccccc2c1SCC(=O)N1CCCc2ccccc21
 : -2	15	6	3	6	-1	1	20	-7
> N#Cc1cnc(Nc2nc3ccccc3o2)nc1-c1ccccc1
 : -2	-34	-30	1	-11	-3	-14	4	-1
> CCC(C)Nc1nc(N)c([N+](=O)[O-])c(N2CCCCCC2)n1 (stereo not given)
 : -4	-10	15	0	2	-2	5	24	-5
> COc1cccc(CN(C)C(=O)c2ccc3c(=O)n4c(nc3c2)CCC4)c1
 : -2	2	-8	1	-2	-1	0	0	1
> CC(C)CCOC(=O)C1C2C=CC3(CN(Cc4cccs4)C(=O)C13)O2 (stereo not given)
 : 1	-12	-7	-2	4	6	-2	24	-7
> O=C(NC(Cc1ccccc1)C(=O)O)/C(=C\c1cccc([N+](=O)[O-])c1)NC(=O)c1ccco1 (stereo not given)
 : -2	-18	0	-21	-2	6	1	-2	14
> CCN(CC)C(=O)c1oc2ccc(S(=O)(=O)N3CC(C)CC(C)C3)cc2c1C (stereo not given)
 : -4	17	-7	2	4	-3	7	2	4
> O=P(O)(O)c1ccccc1OCc1ccccc1
 : 0	-11	-3	1	10	3	7	6	-9
> Cc1cc(C(=O)Nc2ccc(C(=O)O)cc2)c(C)o1
 : 0	-15	80*	0	4	-4	68*	7	74*
> CC1(C)CC(=O)C(C=NCCN2CCN(C(=S)Nc3ccc(F)cc3)CC2)=C(O)C1
 : -5	-19	1	1	-2	2	-18	12	-12
> COc1ccc(S(=O)(=O)ON=C2CC(C)(C)N(C(C)=O)C(C)(C)C2)cc1
 : 0	-22	-17	0	-4	-2	-11	12	-3
> CCOC(=O)[C@@H]1[C@H]2COc3ccc(Br)cc3[C@H]2N2C(=O)N(c3ccc(C(F)(F)F)cc3)C(=O)[C@]12C
 : -2	9	8	0	11	5	5	10	-6
> N#Cc1cccc(NC(=O)CN2C(=O)NC(Cc3ccccc3)C2=O)c1 (stereo not given)
 : 1	-16	-6	6	-3	27	-1	14	3
> Cc1ccc(NC(=O)CSc2nnc(CNC(=O)c3ccco3)n2C)cc1
 : -2	-1	0	1	-9	3	-7	1	6
> CCN1CCCC1CNC(=O)c1c(O)c2c([nH]c1=O)CCCC2 (stereo not given)
 : 2	6	-13	-1	11	7	5	14	2
> CC(Cc1cccs1)NC(=O)Nc1ccc(Cl)cc1 (stereo not given)
 : 0	13	19	2	2	-3	-3	8	6
> O=c1c([N+](=O)[O-])c(N2CCCC2)c2ccccc2n1-c1ccccc1
 : -2	18	-3	-5	-8	-1	-2	7	8
> Oc1ccccc1-c1nc(NCc2ccccc2)c2ccccc2n1
 : -4	-3	-19	1	3	-2	-4	20	1
> O=C(CN1C(=O)c2ccccc2C1=O)NCc1ccc(C(=O)O)cc1
 : 1	-11	-14	2	-3	-5	-12	8	6
> Cc1sc(NC(=O)c2ccccc2)c(C(=O)NCCN(C)C)c1C
 : -3	-16	0	-5	1	-3	0	-57	1
> O=C(Cc1ccon1)c1ccc(O)cc1O
 : 0	-1	-27	-1	3	-1	-1	6	1
> O=C(NCCN1CCCC1)C1CCN(S(=O)(=O)N2CCC3(CC2)OCCO3)CC1
 : -2	6	-11	-2	5	-9	0	12	-2
> O=C(CN1CCCC1)N1CCCc2c1c(=O)oc1ccc(OCc3ccccc3)cc21
 : -3	26	6	-10	22	7	-2	-226	6
> Cc1cccc(C(=O)O/N=C(\N)c2ccc(Br)cc2)c1
 : -6	-13	38	3	-3	-9	8	-5	25
> COc1ccc(-c2cc(C(F)F)n3ncc(C(=O)N4CCCCC4)c3n2)cc1
 : -2	-5	-4	-55	14	9	2	-350	-1
> O=C(CCNC(=O)c1ccc(Br)cc1)NCCCSc1ccccc1
 : -3	12	-11	1	1	-3	2	9	-8
> Cc1ccccc1C(=O)Nc1nnc(-c2ccc(F)cc2)o1
 : -6	-10	-11	-3	-22	1	-16	-1	-1
> COc1cc(NC(=O)COC(=O)c2ccc(C)c(S(=O)(=O)N3CCCCC3)c2)c(C)cc1[N+](=O)[O-]
 : 0	5	-13	2	-2	-2	2	22	3
> Cc1ccc2oc(=O)cc(CN3CCN(Cc4ccccc4)CC3)c2c1
 : -1	4	4	-6	5	-5	-4	12	-2
> C/C=C(\C)C(=O)NCCN1C2=NC[C@H](C(C)C)N2C[C@H]1Cc1ccc(O)cc1
 : -3	-4	-7	2	-3	-2	-8	10	13
> Cc1nnc(NC(=O)CCC(=O)NCc2cccs2)s1
 : -2	-16	0	1	-14	-7	-11	7	4
> O=C(CSc1nnc(-c2ccco2)n1Cc1ccccc1)OC1CCCCC1
 : 0	10	-10	-5	-2	4	-11	2	-4
> COc1ccc(CCCc2nnc(SCc3nc4ccccc4c(=O)[nH]3)n2C)cc1C
 : -3	-9	-18	1	5	-5	-6	5	0
> CCn1c(=O)n(CC)c2cc(S(=O)(=O)N3CCc4ccccc43)ccc21
 : -2	78*	-19	1	-14	-10	-6	12	-9
> CC(=O)Nc1cc2cc(NS(=O)(=O)c3ccc(Cl)cc3)ccc2oc1=O
 : -2	-1	1	5	8	-5	2	-123	9
> COC(=O)Cc1ccc(NC(=S)NCCCN2CCOCC2)cc1
 : -4	-20	-9	2	-9	-9	-3	11	-5
> COc1nc(N/N=C/c2cc3c(cc2Br)OCO3)nc(N2CCOCC2)n1
 : 7	22	-12	0	-3	-2	1	-9	2
> CC(C)NC(=O)CSc1nc2ccccc2n1-c1ccccc1
 : -1	-3	10	0	4	4	2	12	14
> Cc1c(C(=O)NC2CCCc3ccccc32)oc2ccc(S(=O)(=O)N3CCCCC3)cc12 (stereo not given)
 : -4	-16	-13	2	-11	-6	-12	19	1
> CC(C)(C)NC(=O)c1ccccc1NC(=O)c1ccc2c(c1)OCO2
 : 4	-2	-10	1	2	-2	7	-11	6
> Cc1ccc(C(=O)COC(=O)CNC(=O)COc2ccccc2C)cc1C
 : -2	3	-11	0	-11	0	-7	20	-7
> CCCCCCCCN1C(=O)N(C)C(N(O)C(=O)NC)C1(C)C (stereo not given)
 : -1	5	14	3	-5	-4	-2	18	3
> CCCCCCCCC1=NCCc2c1[nH]c1ccccc21
 : -7	8	-14	-34	26	-1	1	-254	3
> COc1ccc(C2=NN(C(=O)c3ccccc3)C(c3ccc(OC)c(OC)c3)C2)cc1OC (stereo not given)
 : 3	-18	-3	3	8	-3	4	8	-3
> COc1ccccc1/C=C/c1nc2ccccc2c(=O)o1
 : nt	13	nt	-2	nt	3	nt	-165	nt
> CSc1nc(-c2ccccc2)nc(N2CCN(C)CC2)c1C(C)=O
 : 1	-5	-18	-5	-2	1	3	-31	11
> COC(=O)Cn1c2ccc(C)cc2c2nc(C)sc21
 : 0	-1	0	-3	-3	-37	-7	65*	3
> C=CCSc1nc2c(cnn2-c2ccccc2)c(=O)n1N
 : -3	-5	-6	2	5	3	1	3	11
> Cc1ccccc1C1CC(=O)c2ccccc2C1C (stereo not given)
 : nt	-24	nt	-3	nt	0	nt	6	nt
> O=C(Cn1c(=O)oc2ccccc21)NCC1COc2ccccc2O1 (stereo not given)
 : -1	-4	-4	0	-2	-5	-5	0	-3
> COc1cc(=O)n2c(n1)SCCC2
 : 2	-13	15	-2	-8	4	-1	19	-4
> Cc1cc(C)nc(SCCCNCc2c(F)cccc2Cl)n1
 : -4	3	7	-2	6	-4	5	2	-7
> CCOc1ccc(NS(=O)(=O)c2ccc(NS(C)(=O)=O)cc2)cc1
 : -4	-7	3	1	2	3	3	15	10

(continued)
Order of values – MIN6 prolif	PfG6PD inh	SENP6 inh	SENP1 FRET inh	UBC13 inh	HKDC1 inh	SENP8 block-1	SENP8 block-2	SENP7 inh
> CCCN1C(=O)/C(=C\C=C2\N(CC)c3ccccc3C2(C)C)SC1=S
 : nt	20	nt	83	nt	-5	nt	20	nt
> CCN(CC)C(=O)Cn1cc(S(=O)(=O)CC(=O)NCCc2ccc(OC)c(OC)c2)c2ccccc21
 : 1	3	12	2	14	8	4	8	4
> NS(=O)(=O)c1cccc(NC(=O)CCN2C(=O)C3CCCCC3C2=O)c1 (stereo not given)
 : 3	10	-13	3	12	-4	3	15	1
> CC(=O)C1=C(C)Nc2ncnn2C1c1ccc(O)cc1 (stereo not given)
 : -3	3	-5	3	-11	-3	-1	8	-4
> CCOC(=O)C1CCCN(S(=O)(=O)c2ccc3c(c2)NC(=O)CO3)C1 (stereo not given)
 : -2	2	1	4	-8	-2	7	9	7
> CC(=O)Oc1c(C)c(=O)n(C)c2ccccc12
 : 0	-11	1	2	4	-1	-5	-3	3
> O=S1(=O)N=C(N/N=C/C=C/c2ccccc2)c2ccccc21
 : 0	-12	12	0	-39	-12	-7	-29	11
> C=CCc1c(C)nc(C)nc1N/N=C/c1ccccc1O
 : 5	68*	1	-5	-14	-3	6	-1	-4
> C=CCNC(=S)NNC(=O)c1ccc(OC(C)C)cc1
 : -4	-8	-10	1	0	-3	-8	12	3
> Cc1cccc(NC(=O)CCC(=O)c2cccs2)n1
 : 0	-17	2	2	-5	-5	-6	-2	3
> O=[N+]([O-])c1ccc2nc(C(O)C(O)c3nc4ccc([N+](=O)[O-])cc4[nH]3)[nH]c2c1 (stereo not given)
 : -2	-20	12	0	-8	0	0	11	6

Gathered by group, the compounds so far containing a cyano group.
Order of values – MIN6 prolif	PfG6PD inh	SENP6 inh	SENP1 FRET inh	UBC13 inh	HKDC1 inh	SENP8 block-1	SENP8 block-2	SENP7 inh
> N#Cc1cnc(Nc2nc3ccccc3o2)nc1-c1ccccc1
 : -2	-34	-30	1	-11	-3	-14	4	-1
> N#Cc1cccc(NC(=O)CN2C(=O)NC(Cc3ccccc3)C2=O)c1 (stereo not given)
 : 1	-16	-6	6	-3	27	-1	14	3

Records above shown as hits in SENP6 inh:
molecule	PfG6PD inh	SENP6 inh	SENP1 FRET inh	UBC13 inh	HKDC1 inh	SENP7 inh
Cc1cc(C(=O)Nc2ccc(C(=O)O)cc2)c(C)o1	-15	80*	0	4	-4	74*
